HIF-2a inh – inhibitors of HIF-2a | 786-0 RCC cells HIF-2a reporter, luciferase luminescence, overnight | inhibition, % at 18.8 µM | hit rate 0.72% among 360,000;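 active = inhibition of the luminescence signal of 40% or more relative to plate controls, in a single-dose primary screen at 18.75 µM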
TRAIL sens C8 – sensitizes caspase-8 expressing cells to TRAIL | NB7+C8 cells + TRAIL, ATPlite viability luminescence | inhibition (viability loss, TRAIL sensitization), % at 10 µM | hit rate 1% among 360,000 | AID 624354;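 active = compounds causing at least 50% loss of cell viability in the single-dose screen, relative to plate controls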
NR2E3 ag-1 – agonists of human nuclear receptor NR2E3 | GST-NR2E3/biotin-RetCOR TR-FRET, 1536-well | AID 2300 | hit rate 0.12% among 320,000 | inhibition of corepressor binding, % at 4.78 µM | Q9Y5X4;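 active = percent inhibition above the cutoff of mean plus 3 SD of all tested compounds, set per screening campaign, cut at about 20% in these data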;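 also: 0% = DMSO wells and 100% = biotin wells as full block of FRET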
Target sequence (Q9Y5X4 whole entry, looked up): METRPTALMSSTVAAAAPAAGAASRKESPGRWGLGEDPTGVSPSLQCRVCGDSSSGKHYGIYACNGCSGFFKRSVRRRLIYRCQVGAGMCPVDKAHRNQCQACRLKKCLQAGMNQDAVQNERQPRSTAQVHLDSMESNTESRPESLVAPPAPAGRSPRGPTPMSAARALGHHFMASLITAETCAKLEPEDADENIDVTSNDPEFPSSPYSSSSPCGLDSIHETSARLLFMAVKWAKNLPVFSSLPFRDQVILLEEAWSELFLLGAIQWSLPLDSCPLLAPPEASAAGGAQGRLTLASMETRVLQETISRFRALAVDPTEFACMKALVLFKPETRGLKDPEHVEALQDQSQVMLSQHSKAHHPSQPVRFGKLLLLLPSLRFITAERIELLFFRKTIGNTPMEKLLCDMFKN
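system = GST-tagged NR2E3 plus biotinylated RetCOR corepressor | input = 1.35 nM GST-NR2E3 | also added = 7 nM biotin-RetCOR | schedule = 5 h incubation at 4 °C | measured by = TR-FRET with europium anti-GST and streptavidin-D2, 340 nm excitation | read-out = percent loss of FRET ratio relative to control wells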
MITF TRPM1 inh – reduces MITF-dependent TRPM1 promoter luciferase signal | inhibition, % at 12.5 µM | hit rate 0.83% among 330,000 | SK-MEL-5 TRPM1 promoter luciferase, 24 h;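 active = mean inhibition across replicates of 60% or more, whatever share of single replicates reaches that level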; also: values of inactives mirror those of a sister screen read the other way
KKLEB tox – counter-screen for CF NF-kB inhibitors: cytotoxicity | hit rate 0.36% among 360,000 | KKLEB CF airway cells viability, ATPlite luminescence, overnight; active compounds read low; cells stimulated with P. aeruginosa culture filtrate | activity change (cytotoxicity), % at 5 µM;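 active = corrected activity change at or below -50% at 5 µM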
CF NFkB block – inhibitors of cystic fibrosis induced NF-kB; KKLEB NF-kB-GFP reporter, PAF-induced, GFP fluorescence overnight; inhibition, % at 5 µM; hit rate 0.86% among 360,000; AID 588850;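 active = at least 50% inhibition at 5 µM, scaled per plate between neutral and stimulator controls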;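 also: PAF is a Pseudomonas aeruginosa culture filtrate used as stimulus; plate controls were PAF-stimulated DMSO wells for no effect and unstimulated DMSO wells for full effect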
TWEAK-Fn14 inh – TWEAK-Fn14 signaling inhibition; TWEAK-stimulated Fn14 reporter cells, luciferase luminescence, 8 h; hit rate 2% among 360,000; AID 1159606; inhibition, % at 10 µM; in the data active = inhibition above about 50%
Shn3 3UTR inh – Schnurri-3 reporter inhibition in Clone20 osteoblasts; inhibition, % at 12.5 µM; AID 588674; hit rate 0.52% among 360,000; Clone20 osteoblast Shn3 3'UTR firefly luciferase, 24 h;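 active = mean inhibition of at least 75% with every replicate also reaching 75%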;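 also: 0% = median of neutral control wells and 100% = pilot-screen positive control compound; some compounds past the cut are filed as inactive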
Peg3 prom inh – Peg3 promoter activity inhibition; HeLa PEG-Prom luciferase reporter, luminescence, overnight; inhibition, % at 20 µM; hit rate 1.7% among 360,000; AID 588405;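 active = inhibition of at least 50% at 20 µM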
NR2E3 ag-2 – agonists of human NR2E3 nuclear receptor; hit rate 0.35% among 360,000; CHO-S Gal4-NCOR/VP16-NR2E3 two-hybrid, luciferase; AID 602229; inhibition of corepressor binding, % at 3.98 µM; Q9Y5X4;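 active = inhibition above the mean of all tested compounds plus 3 SD, cut at about 70% in these data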;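 also: 0% = DMSO with NR2E3 transfected cells and 100% = cells lacking NR2E3 construct; higher means lower luciferase signal from less NR2E3 corepressor binding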
TROY NFkB inh – TROY signaling inhibition; Q293 LMP1-TROYcd NF-kB luciferase reporter, 4 h; inhibition, % at 10 µM; hit rate 0.98% among 360,000;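 active = compounds whose plate-normalised and pattern-corrected inhibition of the luciferase reporter signal at the single screening dose is 50% or more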
The depositor's hits bear a star; nt = no result given. The list is partial; rates above refer to the full screens.

SMILES	HIF-2a inh	TRAIL sens C8	NR2E3 ag-1	MITF TRPM1 inh	KKLEB tox	CF NFkB block	TWEAK-Fn14 inh	Shn3 3UTR inh	Peg3 prom inh	NR2E3 ag-2	TROY NFkB inh
COc1ccccc1OCC(=O)Nc1ncc(C)s1	-190	39	5	-76	-12	7	32	-84	-223	-140	-17
Cc1ccc(NC(=O)c2ccccc2Cl)c(Cl)c1	-271	11	3	-82	-3	-1	-12	-57	-266	-67	-42
COc1ccc(/C(C)=N/OCC(=O)N=Nc2c(O)[nH]c3ccccc23)cc1	19	-5	-4	-8	4	21	7	13	-94	-14	21
COc1ccc(NC(=O)C2=CC(c3ccco3)=NS(=O)(=O)N2C)cc1	-26	6	0	3	0	-5	9	-16	-46	-12	-7
Cc1nnc(N2CCCC(C(=O)NCc3ccc(OC(C)C)cc3)C2)c2nn(-c3ccccc3)c(C)c12 (stereo not drawn)	9	11	4	47	3	2	32	20	47	-17	26
COc1ccc(CNC(=O)Cc2ccc(OC)c(S(=O)(=O)N3CCOCC3)c2)cc1	6	5	0	11	2	10	4	0	6	-2	10
CN(C)S(=O)(=O)c1ccc(/C(O)=C2/C(=O)C(=O)N(Cc3cccnc3)C2c2cccs2)cc1 (stereo not drawn)	-8	4	1	-1	-2	16	16	-16	12	-7	-18
Cc1ccc(NC(=O)c2ncn(CCCNCc3ccccn3)n2)cc1C	-11	-2	nt	1	7	-4	-8	-17	0	21	-12
Cc1cccc(C)c1NC(=O)CN(C)C(=O)c1ccccc1OCc1ccc(F)cc1	2	8	-1	3	-12	24	-2	1	14	-28	0
CCOc1ccc2[nH]c(=S)[nH]c2c1	3	-2	2	12	6	-2	4	-8	8	-1	-3
CC(C)NC(=O)COC(=O)c1ccc(Cl)c(S(=O)(=O)N2CCCC2)c1	7	1	-1	3	6	7	13	10	9	-33	14
N#Cc1nc(-c2ccccc2)oc1N1CCCCC1	-94	-2	2	-15	6	-26	-45	-2	-29	-10	-21
CC(=O)c1cccc(NC(=O)N2CCC(c3nnc(SCC(N)=O)n3C)CC2)c1	13	-4	2	6	-2	3	-14	-17	5	-13	13
OC(c1cccc(Cl)c1)c1ncc(-c2ccc(Oc3ccccc3)cc2)[nH]1 (stereo not drawn)	-33	0	nt	nt	-10	17	-2	0	54*	19	6
Cc1c(C(=O)Nc2ccccn2)oc2ccccc12	-267	13	-1	-21	9	-2	15	-55	-287	-110	-9
COc1ccccc1CNS(=O)(=O)c1cc(C)ccc1OC	11	0	1	4	-8	1	3	-6	12	-15	7
Cc1ncc(CO)c(/C=N/Nc2cccc(Cl)n2)c1O	13	33	-5	-3	11	-20	-4	-4	26	-24	-51
Cc1cn([C@H]2C[C@H](O)[C@@H](/C=C/C(=O)NCCC(c3ccccc3)c3ccccc3)O2)c(=O)[nH]c1=O	9	8	nt	nt	-2	-10	-13	0	-22	14	11
CC(C(=O)NC1=NCCS1)(C(F)(F)F)C(F)(F)F	6	5	3	7	-9	4	22	6	13	3	-2
Cc1cccc(C)c1NC(=O)c1sccc1SCC#N	-9	-2	3	1	8	-3	-12	4	-5	-12	-16

Next section; the last 2 above are carried over.
SMILES	HIF-2a inh	TRAIL sens C8	NR2E3 ag-1	MITF TRPM1 inh	KKLEB tox	CF NFkB block	TWEAK-Fn14 inh	Shn3 3UTR inh	Peg3 prom inh	NR2E3 ag-2	TROY NFkB inh
CC(C(=O)NC1=NCCS1)(C(F)(F)F)C(F)(F)F	6	5	3	7	-9	4	22	6	13	3	-2
Cc1cccc(C)c1NC(=O)c1sccc1SCC#N	-9	-2	3	1	8	-3	-12	4	-5	-12	-16
COc1ccc(C)cc1-n1c(=O)c2ccccc2c2ccccc2c1=O	28	-11	nt	7	3	12	-11	10	21	10	24
O=C1C=C(c2ccc(-c3ccccc3)c(F)c2)C[C@@H](c2ccc(F)cc2)C1	-18	6	0	-23	7	7	-10	6	-5	14	-8
O=C(Nc1ccc(OC(F)F)c(Cl)c1)c1cccc(OC(F)F)c1	-234	29	0	-88	11	-5	-11	0	-132	-45	-6
CC(C)(C)C1CCC(C(=O)NNC(=O)c2ccncc2)CC1 (stereo not drawn)	5	3	3	-12	-12	49	12	-19	-9	20	-6
CC1(C)Cc2c(sc3nc(SCC(=O)NCc4ccco4)n(-c4ccccc4)c(=O)c23)CS1	16	-4	1	-2	-5	19	20	24	17	-1	-12
NC(COCc1ccccc1)c1csc(Nc2nccc(C(F)(F)F)n2)n1 (stereo not drawn)	2	6	nt	nt	-9	-3	-24	10	-16	-14	0
O=C(CN(CCO)Cc1ccccc1)N1CCN(S(=O)(=O)c2ccccc2)CC1	1	-1	nt	nt	6	-7	19	-1	2	8	-9
CC(C)CCNC(=O)c1cc(-c2ccco2)nc2ccccc12	-6	6	-1	15	-6	-5	10	-4	0	-1	2
CCc1nnc(NC(=O)C2CC(=O)N(C3CCCC3)C2)s1 (stereo not drawn)	9	-22	4	5	-2	-2	-11	-9	10	-6	9
Cc1cccc(N2C(=O)C(O)=C(C(=O)c3cccs3)C2c2ccccc2)n1 (stereo not drawn)	-3	7	-1	7	-4	2	0	-2	10	-12	2
COc1cc2ccccc2cc1C(=O)OCC(=O)N1CCOCC1	-15	0	-1	0	-12	8	-14	-30	-17	-10	-2
CC(OC(=O)c1ccc2ncsc2c1)C(=O)NC1CCCCC1C (stereo not drawn)	-6	-15	-1	-9	4	-12	3	-2	-30	-15	-15
Cc1ccc(CNC(=S)Nc2ccc(C)c([N+](=O)[O-])c2)cc1	-21	-3	2	4	-9	12	-11	-33	-11	17	5
CC(C)(Oc1ccc(Cl)cc1)C(=O)Nc1ccc(S(=O)(=O)Nc2ncccn2)cc1	9	-12	1	5	6	-2	13	-15	9	1	19
O=C(c1ccc(F)c(F)c1)N1CCCc2ccccc21	10	-21	0	-1	-2	-5	14	-22	24	9	-10
CC(C)CNc1nc(N)c([N+](=O)[O-])c(N2CCCCCC2)n1	6	-4	1	10	-6	33	22	57	14	35	5
Cn1c(-c2ccccc2Br)n[nH]c1=S	13	-1	2	-11	-2	-6	15	-5	3	-10	1
Cc1nc(NC(=S)NC(=O)c2cncc(Br)c2)ccc1Br	-51	-19	6	2	12	-20	-19	-13	-70	-21	-23
Cc1ccc(S(=O)(=O)N/N=C\c2cc([N+](=O)[O-])ccc2Cl)cc1	19	3	5	16	-9	10	7	5	19	6	0
O=C(NCc1cccs1)C1CCC(CNS(=O)(=O)c2ccc(Br)s2)CC1 (stereo not drawn)	7	-13	2	-2	-3	9	9	4	21	-11	3

Just CF NFkB block and NR2E3 ag-1 (two entries from above):
structure	CF NFkB block	NR2E3 ag-1
O=C(Nc1ccc(OC(F)F)c(Cl)c1)c1cccc(OC(F)F)c1	-5	0
CC(C)(C)C1CCC(C(=O)NNC(=O)c2ccncc2)CC1 (stereo not drawn)	49	3

Remaining list, next part.
SMILES	HIF-2a inh	TRAIL sens C8	NR2E3 ag-1	MITF TRPM1 inh	KKLEB tox	CF NFkB block	TWEAK-Fn14 inh	Shn3 3UTR inh	Peg3 prom inh	NR2E3 ag-2	TROY NFkB inh
CC(=O)c1ccccc1NC(=O)CSc1nnc(Cc2csc(C)n2)o1	0	-9	0	-9	14	-22	8	5	5	-3	12
CCC(c1nnnn1C(C)(C)C)N1CCN(c2cc(Cl)ccc2C)CC1 (stereo not drawn)	17	10	0	0	-11	36	8	-10	-7	-13	6
Cc1nc(SCc2ccccc2)c([N+](=O)[O-])[nH]1	-20	-3	-4	-2	2	5	-30	-10	-16	3	0
COc1ccc(OC)c(C(c2nnnn2Cc2ccco2)N2CCN(C)CC2)c1 (stereo not drawn)	14	1	-1	7	6	0	10	-14	-13	18	16
O=C(/C=C/c1ccc(OC2CSC2)cc1)c1ccc(Cl)cc1	-14	-5	-4	7	-18	-38	0	-7	7	-3	-24
CC(C)(Oc1ccc(Cl)cc1)C(=O)NC1CCCCC1	12	0	0	-7	-12	40	4	13	13	-15	-10
CC1(C)CC(=O)c2sc(NC(=O)CN3CCCCC3)nc2C1	0	16	-1	-1	8	6	20	6	11	-11	8
CC(C)C(C(=O)NCc1ccco1)N(CC1CCCO1)C(=O)CNS(=O)(=O)c1ccc(F)cc1 (stereo not drawn)	13	-1	2	-2	0	2	0	5	8	-18	0
O=S(=O)(Nn1c(O)c(C=C2N=c3ccccc3=N2)sc1=S)c1ccccc1	-1	-2	1	0	7	-22	-13	-1	12	-10	-9
N=C1C(c2nc3ccccc3c(=O)[nH]2)=C(O)CN1CCO	5	6	1	-4	6	-3	-5	2	-3	-28	-1
CCCCn1c(=O)[nH]c(=O)c2c1nc(COc1ccc(C#N)cc1)n2CCC	31	1	0	0	-13	-1	1	6	26	10	1
CC[C@@]1(C(=O)OC)N[C@H](CN(C)C(=O)Nc2ccc(F)cc2)[C@@H]2C(=O)N(Cc3ccccc3)C(=O)[C@@H]21	2	0	nt	0	-9	15	3	11	-5	-12	-14
COCCN1CCn2c(nc3cc(NC(=O)Cn4nc(C)c5ccccc5c4=O)ccc32)C1	23	7	-4	-15	-4	10	-38	-10	-2	-22	19
O=C1OC(c2ccc(F)cc2)=N/C1=C\C=C/c1ccccc1	3	1	4	-2	5	9	-9	-2	25	-47	-5
CN(C(=O)CN1C(=O)S/C(=C\c2ccc(Cl)cc2)C1=O)C1CCS(=O)(=O)C1 (stereo not drawn)	11	-14	-2	-21	2	11	-3	5	5	5	19
Cc1c(Br)ccc(NC(=O)COc2ccccc2C(N)=O)c1C	-61	14	-1	-4	-15	17	-10	14	-47	-10	-13
CC(C)c1ccc(CN2CCC(n3nccc3NC(=O)C3CCCC3)CC2)cc1	6	-3	nt	nt	-12	2	14	24	5	7	9
O=C1N(Cc2cccnc2)C[C@@H]2C[C@@H](c3ccc(C(F)(F)F)cc3)N3CCC[C@@]123	15	1	4	7	7	-10	3	6	10	7	-17
CC1=CCC(C(=O)O)(C(=O)N/N=C/c2cccs2)C(c2ccc(F)cc2)C1 (stereo not drawn)	8	1	3	3	-10	-15	5	1	2	16	11
COc1ccc2cc(C)c3nnc(SCC(=O)Nc4nc(-c5ccccc5)cs4)n3c2c1	5	6	1	11	-52*	32	33	-2	15	8	-9
COc1ccccc1C(=O)Nc1ccccc1N1CCN(S(C)(=O)=O)CC1	-3	-4	2	9	3	-18	3	6	10	-20	15
Cc1ccc(C(=O)N/N=C\c2ccc(-c3ccc(Cl)c(Cl)c3)o2)cn1	-40	32	-2	-3	-3	-60	13	nt	8	-21	19
CCOc1ccccc1N=CC1=C(O)CC(c2ccccc2)CC1=O (stereo not drawn)	1	6	-2	6	-4	5	-3	-9	7	19	-5
CN(CC(=O)NC1CCCCCC1)S(=O)(=O)c1cnc[nH]1	6	-1	2	-8	-13	-5	0	-13	17	-7	-14
CCOc1cc(/C=N\NC(=O)OC)ccc1OC(=O)c1ccco1	10	-7	-1	-8	3	-3	0	-7	6	5	-2
CCCC(=O)Nc1ccc(NCc2ccc(C)s2)cc1	-17	-7	1	0	3	18	-10	-11	-36	18	-37

Screening data: PubChem, several laboratories
